Compound activity (PubChem BioAssay)
HTRA1 inh: HTRA1 serine protease inhibitors, primary screen, biochemical, fluorescence polarization, HTS. hit rate 0.5% among 340,000. Q92743. AID 504803, 2011. inhibition, % at 5.96 µM. recombinant HTRA1, FP-rhodamine activity-based probe; in the data active = inhibition above about 36%;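 note: 0% = enzyme with DMSO and 100% = wells lacking enzyme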
ARFGAP1 inhibitor: inhibitors of rat ARFGAP1 GAP activity, primary screen, biochemical, fluorescence polarization, GDP tracer; AID 651572, 2012; inhibition, % at 16.5 µM; Arfgap1-stimulated ARF1 GTP hydrolysis, GDP FP detection; ADP-ribosylation factor GTPase-activating protein 1 (Rattus norvegicus), Q62848; hit rate 0.26% among 360,000;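 active = inhibition above a per-plate limit, mean inhibition of low control wells plus 3 SD, cut at about 25% in these data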;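 note: 0% = DMSO wells with enzyme and 100% = wells lacking Arfgap1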
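Material – truncated rat Arfgap1 GAP domain · Buffer or medium – HEPES-based buffer, pH 7.5 · Reagent – human ARF1(Δ1-17)-GTP substrate · Dosing – 16.5 µM single point, 1.26% DMSO · Schedule – GTP hydrolysis reaction 2 h at 25 °C · Technique – GDP detection by fluorescence polarization · Benchmarks – No-Arfgap1 wells (100%) versus DMSO full-reaction wells (0%) · Repeats – single replicate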
ASAP1 GAP inh: inhibitors of human ASAP1 ArfGAP activity, primary screen, biochemical, fluorescence polarization | hit rate 0.19% among 360,000 | Arf-GAP with SH3 domain, ANK repeat and PH domain-containing protein 1 (Homo sapiens), … | ASAP1-stimulated ARF1 GTP hydrolysis, GDP FP detection | inhibition, % at 16.5 µM; in the data active = inhibition above about 25%;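 note: 0% = vehicle with enzyme and substrate and 100% = no enzyme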
NR1D1 modulator: modulators of Rev-erb alpha DNA binding, primary screen, biochemical, FITC-DNA, fluorescence polarization, uHTS; Nuclear receptor subfamily 1 group D member 1 (Homo sapiens), P20393; Rev-erbα–FITC-DNA binding, 90 min; activity, % at 10 µM; hit rate 0.79% among 370,000; AID 1259318, 2017;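 active = activity above about 14%, limit read from the data; passing the limit was not always enough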;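 note: 0% = DMSO wells with 35 nM protein and 100% = DMSO wells with 750 nM protein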
rCAG RNA binder: binders of r(CAG) RNA repeats, primary screen, biochemical, fluorescence; inhibition, % at 3 µM; r(CAG) RNA repeat, TO-PRO-1 dye displacement fluorescence; hit rate 1.3% among 370,000; AID 651821, 2012;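 active = inhibition above the plate cutoff, the mean of all test compounds on that plate plus 3 SD, cut at about 35% in these data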;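 note: 0% = DMSO alone and 100% = 100 µM mitoxantrone as full dye displacement; higher means more dye released from RNA so lower well fluorescence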
GC-A act: GC-A stimulated cGMP production enhancers – HEK293 GC-A cells, cGMP TR-FRET, EC30 ANP, primary screen | Atrial natriuretic peptide receptor 1 (Homo sapiens), P16066 | 0% at EC30 ANP, 100% saturating ANP | activation, % at 10 µM | hit rate 0.14% among 370,000 | AID 1671463, 2021; in the data active = activation above about 40%
Target sequence (P16066 whole entry, looked up): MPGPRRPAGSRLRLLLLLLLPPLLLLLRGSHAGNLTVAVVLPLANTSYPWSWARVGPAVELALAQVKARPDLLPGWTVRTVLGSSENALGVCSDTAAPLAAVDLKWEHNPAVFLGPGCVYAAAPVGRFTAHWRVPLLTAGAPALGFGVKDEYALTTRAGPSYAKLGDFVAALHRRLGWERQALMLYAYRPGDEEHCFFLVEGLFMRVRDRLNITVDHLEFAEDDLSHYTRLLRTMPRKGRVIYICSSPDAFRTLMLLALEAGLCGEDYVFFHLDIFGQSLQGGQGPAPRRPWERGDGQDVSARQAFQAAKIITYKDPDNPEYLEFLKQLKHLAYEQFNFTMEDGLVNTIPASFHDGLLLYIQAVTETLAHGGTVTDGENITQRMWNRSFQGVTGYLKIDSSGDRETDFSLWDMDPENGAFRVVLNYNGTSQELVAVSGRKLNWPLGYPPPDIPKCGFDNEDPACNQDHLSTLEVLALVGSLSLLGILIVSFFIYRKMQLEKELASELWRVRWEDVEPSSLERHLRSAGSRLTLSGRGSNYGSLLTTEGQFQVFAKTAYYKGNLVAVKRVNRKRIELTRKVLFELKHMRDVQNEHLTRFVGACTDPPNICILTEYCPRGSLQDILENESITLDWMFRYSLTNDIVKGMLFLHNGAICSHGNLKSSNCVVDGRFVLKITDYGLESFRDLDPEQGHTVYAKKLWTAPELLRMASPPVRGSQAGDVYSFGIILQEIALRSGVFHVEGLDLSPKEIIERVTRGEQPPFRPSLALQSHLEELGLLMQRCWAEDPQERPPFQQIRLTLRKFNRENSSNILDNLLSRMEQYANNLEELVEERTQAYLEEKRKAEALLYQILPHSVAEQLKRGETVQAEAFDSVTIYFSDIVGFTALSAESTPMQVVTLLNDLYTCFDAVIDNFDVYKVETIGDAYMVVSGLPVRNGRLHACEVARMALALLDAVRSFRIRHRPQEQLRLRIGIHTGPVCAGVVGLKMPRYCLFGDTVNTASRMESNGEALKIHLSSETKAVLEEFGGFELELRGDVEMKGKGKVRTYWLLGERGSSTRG
NPR2 activator: human GC-B receptor activators, primary screen, HEK293 GC-B cells, cGMP TR-FRET, EC30 CNP | 0% at EC30 CNP, 100% saturating CNP | activation, % at 10 µM | hit rate 0.11% among 370,000;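 active = activation at 10 µM reaching about 35% in either raw or pattern-adjusted values, limit read from the data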
SMARCA2 activ: SMARCA2 (BRM) function activators, primary screen, cell-based, luminescence, high throughput; activation, % at 9.1 µM; AID 652017, 2013; MG213 cells, MMTV-luciferase reporter, dexamethasone, overnight; hit rate 1% among 370,000; in the data active = activation above about 7.8%;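 note: 0% = vehicle wells and 100% = reference activator wells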
mABHD4 FP: ABHD4 inhibitors, primary screen, biochemical, fluorescence polarization, mouse. (Lyso)-N-acylphosphatidylethanolamine lipase (Mus musculus), Q8VD66. purified mABHD4, FP-Rh probe fluorescence polarization. inhibition, % at 8.92 µM. hit rate 0.54% among 370,000. AID 720543, 2013;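 active = inhibition exceeding the mean over every tested compound plus 3 SD, cut at about 30% in these data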;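 note: 0% = plate median of compound wells and 100% = S159A mutant with DMSO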
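Assay system: mouse ABHD4 enzyme, wild type / Also added: fluorescent activity-based probe FP-Rh / Doses: single nominal dose of 8.92 µM, 0.89% DMSO final / Timing: 45 min compound pre-incubation plus 60 min probe step, 25 °C / Signal: FP readout, ex 525 nm / em 598 nm / Control set: S159A mutant/DMSO as 100%, compound-well median as 0%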
PG9 binder: binders of HIV-1 gp120 antibody PG9, primary screen, biochemical, TR-FRET; HIV-1 gp120 / PG9 antibody interaction; TR-FRET gp120-PG9 antibody binding; inhibition, % at 6.7 µM; hit rate 0.43% among 360,000; AID 624416, 2012; in the data active = inhibition above about 8.5%
Starred values were filed as active, the others as inactive; nt = no result given. Outcome played no part in choosing rows; 4.4% or so of the library scored in one or more.

SMILES | HTRA1 inh | ARFGAP1 inhibitor | ASAP1 GAP inh | NR1D1 modulator | rCAG RNA binder | GC-A act | NPR2 activator | SMARCA2 activ | mABHD4 FP | PG9 binder
COc1ccc(NC(=O)c2ccc(-c3ccccc3)cc2)cc1NS(=O)(=O)c1ccc(F)cc1 | -61.7 | 10.9 | 6.7 | -6.5 | 21.4 | -1.9 | 1.6 | -7.1 | -46.8 | -1.7
Cc1ccc(C(=O)NCCSCc2ccc(Cl)cc2Cl)cc1[N+](=O)[O-] | -28.0 | -16.4 | 5.7 | 0.4 | 5.3 | -1.6 | -6.8 | -1.2 | -10.8 | 1.4
O=C(CCn1c(=O)oc2ccccc21)N1CCN(c2ccc(F)cc2)CC1 | -4.6 | -14.6 | 6.5 | -1.4 | 2.1 | -3.9 | -6.1 | 1.6 | -4.5 | -0.7
Cc1ccc(-c2n[nH]c(=S)n2/N=C\c2ccco2)cc1 | -4.7 | 8.6 | -2.3 | 8.1 | 3.3 | -0.8 | 2.2 | -2.4 | 1.7 | 0.5
CC1CCCCN1CCNC(=O)Cn1nc(-c2ccccc2)ccc1=O (stereo unspecified) | 5.0 | -7.2 | -1.4 | 5.7 | -2.7 | -2.6 | 2.9 | 4.8 | -3.4 | -0.6
Cc1nc(C(=O)NC2CCCCC2)sc1C1(C)CC(c2cccc([N+](=O)[O-])c2)=NO1 (stereo unspecified) | -32.1 | -1.2 | 17.6 | -0.9 | 1.2 | -0.5 | 6.6 | -1.3 | -12.5 | -0.3
O=C(COC(=O)COc1ccccc1)Nc1cccc([N+](=O)[O-])c1 | 2.1 | 2.7 | -9.8 | 2.3 | 2.9 | 5.2 | -7.6 | -3.9 | -9.2 | 0.4
Cc1c(Cl)cccc1NC(=O)COC(=O)CCc1nc2ccccc2n1-c1ccccc1 | -5.6 | 7.3 | 1.8 | -4.1 | -142.2 | -10.4 | -7.9 | 4.5 | -2.6 | -1.1
CCN(C(=O)c1ccc(S(=O)(=O)N2CCOCC2)cc1)C1CCS(=O)(=O)C1 (stereo unspecified) | -6.0 | -5.3 | -11.7 | 3.6 | 1.1 | -0.7 | 6.2 | 0.8 | -3.7 | 0.7
COc1cc(OC)c(NC(=O)Cc2cccs2)cc1Cl | 1.1 | 11.8 | 7.3 | 2.9 | -2.5 | 0.8 | 0.9 | -1.9 | -7.8 | -0.7
COc1ccc(N2C(=O)c3cccc4cc(Br)cc(c34)C2=O)cc1 | -4.2 | 7.2 | 4.5 | 4.7 | 0.4 | 2.4 | -8.3 | -2.4 | 1.8 | 0.2
Cc1ccc2c([N+](=O)[O-])c(C)ccc2n1 | 1.9 | 7.4 | 3.2 | -1.9 | 0.9 | 3.4 | -4.6 | -2.6 | 2.3 | 1.8
CC1=C(C(=O)OC(C)C)C(c2ccccc2)NC(=S)N1C (stereo unspecified) | -8.7 | -6.6 | -10.3 | 2.0 | -3.3 | 2.2 | 5.2 | -1.1 | 6.5 | -0.8
CCc1nnc(NC(=O)C2c3ccccc3Oc3ccccc32)s1 | -25.7 | 1.5 | 1.0 | 0.1 | 2.0 | 5.3 | -0.3 | 0.3 | -5.2 | -2.5
CCn1nnnc1SCC(=O)c1ccc(C)cc1C | -1.6 | -1.1 | 1.4 | -4.3 | -1.6 | 8.7 | 0.7 | 3.2 | 0.2 | 1.6
O=S(=O)(NCc1csc(-c2cccnc2)n1)c1cccs1 | -1.8 | 4.8 | 4.7 | -1.1 | 4.0 | 1.5 | -0.1 | -0.2 | -2.0 | -0.8
COc1ccc(Cn2nnnc2C(c2cc3cccc(C)c3[nH]c2=O)N2CCOCC2)cc1 (stereo unspecified) | 1.0 | 2.5 | 4.0 | -4.0 | 2.6 | 0.6 | 3.5 | -1.2 | 7.5 | 17.4*
CCCCCc1cccc2[nH]cc(-c3ccccc3)c12 | nt | nt | nt | 2.0 | 3.7 | -3.8 | 2.2 | -1.2 | 1.1 | nt
O=c1[nH]c2ccc(Br)cc2c(-c2ccccc2)c1CN1CCOCC1 | -13.1 | -8.5 | 0.6 | -1.4 | 11.7 | -16.2 | -13.7 | -7.2 | 6.1 | -0.1
OC(CNCc1ccccc1F)COc1cccc2ccccc12 (stereo unspecified) | -8.6 | 11.6 | 14.6 | 9.3 | -6.4 | -1.2 | -3.9 | -2.6 | -4.1 | -1.1
CC(NC(=O)c1ccc(NC(=O)CC2SC(N3CCCC3)=NC2=O)cc1)c1ccccc1 (stereo unspecified) | 4.9 | -6.3 | -3.1 | -2.4 | 1.0 | -1.3 | 4.7 | -1.9 | -4.2 | -0.6
Clc1ccc(-c2nc3c4ccccc4ccn3c2Cc2ccsc2)cc1 | nt | 4.8 | 0.2 | -10.4 | 8.9 | 6.4 | 1.1 | -0.9 | -10.5 | -0.6
CCCn1c(N)c(N(CCOC)C(=O)CSc2ccccc2)c(=O)[nH]c1=O | 11.4 | 0.8 | 18.8 | -1.9 | 0.2 | 6.9 | 2.7 | -4.7 | -2.1 | -2.9
COC(=O)c1ccccc1Oc1c(F)c(F)nc(N2CCOCC2)c1F | 5.9 | 0.3 | -0.1 | 2.9 | -8.4 | 1.0 | -0.3 | -0.7 | 3.0 | 0.6
Cc1ccc2[nH]c(CN3CCC(CO)(CC4CCCCO4)CC3)c(C)c2c1 (stereo unspecified) | -1.6 | -6.2 | 1.2 | 1.3 | 1.6 | -4.1 | -3.9 | -3.8 | -6.9 | -0.7
CCN1CCN(CCCOc2ccc(-c3ccccc3)cc2)CC1 | nt | -5.8 | 0.7 | -3.0 | -11.4 | 11.9 | -1.3 | 0.1 | 8.8 | 1.3
CCOC(=O)[C@]12CCCC=C1N(Cc1ccccc1)C(=O)[C@H](CC(=O)N1CCN(C(=O)c3ccco3)CC1)C2 | nt | 6.0 | 7.2 | 0.7 | 3.6 | -0.3 | 7.4 | 0.1 | -4.0 | 0.3
C=CCN(c1cccc(C(F)(F)F)c1)S(=O)(=O)c1cccc(C(=O)OCC(=O)Nc2ccccc2)c1 | -55.5 | -0.8 | 13.3 | 7.6 | 0.3 | -0.2 | 6.8 | -3.4 | -38.0 | 0.5
COc1cc(NC(=O)Cc2ccccc2OC)cc(OC)c1 | 5.1 | -15.2 | -0.8 | -2.0 | -1.7 | -5.3 | -7.5 | -3.6 | 4.7 | 0.5
COc1cc(NC2c3ccccc3C(=O)N2Cc2ccc3c(c2)OCO3)cc(OC)c1OC (stereo unspecified) | -0.5 | 4.2 | 2.8 | -1.8 | 3.7 | -12.4 | -9.5 | -1.9 | 8.2 | 0.1

A draw from above in order of SMILES length, descending:
SMILES | HTRA1 inh | ARFGAP1 inhibitor | ASAP1 GAP inh | NR1D1 modulator | rCAG RNA binder | GC-A act | NPR2 activator | SMARCA2 activ | mABHD4 FP | PG9 binder
CC(NC(=O)c1ccc(NC(=O)CC2SC(N3CCCC3)=NC2=O)cc1)c1ccccc1 (stereo unspecified) | 4.9 | -6.3 | -3.1 | -2.4 | 1.0 | -1.3 | 4.7 | -1.9 | -4.2 | -0.6
Clc1ccc(-c2nc3c4ccccc4ccn3c2Cc2ccsc2)cc1 | nt | 4.8 | 0.2 | -10.4 | 8.9 | 6.4 | 1.1 | -0.9 | -10.5 | -0.6
COc1cc(NC(=O)Cc2ccccc2OC)cc(OC)c1 | 5.1 | -15.2 | -0.8 | -2.0 | -1.7 | -5.3 | -7.5 | -3.6 | 4.7 | 0.5

(next part)
SMILES | HTRA1 inh | ARFGAP1 inhibitor | ASAP1 GAP inh | NR1D1 modulator | rCAG RNA binder | GC-A act | NPR2 activator | SMARCA2 activ | mABHD4 FP | PG9 binder
CCCCC1(CC)C(=O)NC(=O)NC1=Nc1ccc(OC)cc1 (stereo unspecified) | -1.1 | -0.9 | -4.1 | 0.9 | -2.3 | -3.1 | -4.2 | -3.3 | 3.8 | 2.9
COc1ccc(S(=O)(=O)N(C)C[C@H]2Oc3ccc(NC(=O)NC4CCCCC4)cc3C(=O)N([C@H](C)CO)C[C@@H]2C)cc1 | -6.3 | -2.5 | 4.0 | -1.6 | 10.4 | 1.4 | 2.5 | 0.4 | -0.7 | -1.5
O=C(C1CCCN1S(=O)(=O)c1cccc([N+](=O)[O-])c1)N1CCN(c2ccccc2)CC1 (stereo unspecified) | nt | nt | nt | -1.5 | 1.3 | -0.4 | -0.8 | 0.4 | -1.8 | nt
COC(=O)CCCC1=CC2=CC(=O)C(C)(OC(=O)c3cccs3)C(=O)C2=CN1c1ccccc1 (stereo unspecified) | 3.1 | 2.4 | -2.7 | 0.3 | 10.4 | 2.1 | -5.5 | 0.7 | 9.2 | -0.2
Cc1[nH]nc2c1C1(CCC(c3ccccc3)CC1)C(C#N)=C(N)O2 (stereo unspecified) | -0.7 | -7.5 | 4.4 | 3.3 | 4.5 | -34.8 | -3.9 | -0.8 | 5.2 | -2.4
COc1ccc(OCc2cc(C(=O)N3CCCC(CO)C3)no2)c2ccccc12 (stereo unspecified) | -15.0 | 7.0 | -2.5 | -5.9 | 14.6 | 4.0 | -3.2 | 3.0 | 16.7 | 0.6
O=C(NC1CCCCCC1)C1CCCN(c2ncccn2)C1 (stereo unspecified) | -0.8 | -2.9 | -8.5 | 1.4 | -3.1 | 4.6 | 1.0 | 2.6 | -7.6 | 1.5
COc1ccccc1-c1nnc2n1N=C(c1ccc(OC(F)F)c(OCC3CC3)c1)CS2 | -26.3 | 6.9 | 13.9 | -1.6 | 0.7 | 4.1 | 5.3 | 2.1 | -2.8 | -0.5
CCC(=O)Oc1ccc(-c2nc(-c3cccnc3)no2)cc1 | -11.9 | 2.2 | 0.1 | -0.3 | 0.7 | 1.2 | -1.2 | 1.4 | -2.2 | 1.4
COc1cccc(-c2nn(Cc3ccccc3)cc2CO)c1 | -0.9 | 17.1 | -13.5 | -1.5 | -1.9 | 2.1 | -1.2 | 1.5 | -3.2 | -3.0
CC1(C(=O)O)CC(C)(C(=O)O)CC(C)(C(=O)O)C1 (stereo unspecified) | 9.6 | 5.6 | 12.3 | -0.7 | -0.9 | 0.1 | -3.6 | 0.1 | -3.9 | -1.6
Nn1c(CN2CCCCC2)nc2ccccc2c1=O | -0.8 | 4.2 | 9.4 | 0.8 | -0.4 | -0.6 | 1.8 | -0.3 | -1.2 | 0.5
O=C(O)c1cccc(NC(=S)NC(NC(=O)c2ccccc2[N+](=O)[O-])C(Cl)(Cl)Cl)c1 (stereo unspecified) | 7.5 | 2.6 | 1.3 | 2.5 | 19.7 | 2.0 | 5.3 | 1.2 | -2.6 | -2.3
